# Neddylation inh – inhibitors of cullin neddylation, primary screen, biochemical, TR-FRET, uHTS, NAE and Ubc12; hit rate 0.58% among 360,000; calls only at 25 µM; NEDD8-conjugating enzyme Ubc12 (Homo sapiens) + NEDD8-activating enzyme E1 regulatory …; in the data active = inhibition above about 36%
# Rpn11 block – Rpn11 (PSMD14) deubiquitinase inhibitors, primary screen, biochemical, fluorescence polarization, uHTS; human 26S proteasome, Ub4-pepOG fluorescence polarization; 20S core pre-blocked with epoxomicin; calls only at 20 µM; hit rate 0.59% among 360,000; AID 588493, 2011;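 active = inhibition at 20 µM, scaled to each plate's controls, above about 33%, limit read from the data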
# NadD inh – inhibitors of S. aureus NadD, primary screen, biochemical, colorimetric, uHTS. Nicotinate-nucleotide adenylyltransferase NadD (Staphylococcus aureus N315). purified NadD enzyme, colorimetric absorbance read-out. inhibition, % at 20 µM. hit rate 0.78% among 360,000. AID 602399, 2012; in the data active = inhibition above about 26%; note: some compounds past the cut are filed as inactive
# Scp-1 inhibitor – Scp-1 phosphatase inhibitors, primary screen, biochemical, colorimetric, uHTS | Recombinant Scp1, phosphopeptide, malachite green phosphate absorbance | inhibition, % at 20 µM | hit rate 0.88% among 340,000 | AID 493091, 2011;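 active = inhibition above about 50% at 20 µM, limit read from the data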;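 note: plate controls were DMSO wells with enzyme for no effect and wells lacking enzyme for full effect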
#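 Test system: SCP-1 catalytic domain; Buffer or medium: Acidic Tris acetate buffer with magnesium and detergent; Also added: Phosphorylated 17-residue peptide substrate; Compound: single 20 µM dose, 1% DMSO; Schedule: enzyme reaction 45 min at room temperature, colour 5 min, stabilisation 30 min; Signal: Phosphate-binding colour reagent, absorbance read at 630 nm.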
# LMPTP block – LMPTP phosphatase inhibitors, primary screen, biochemical, fluorescence intensity, uHTS | hit rate 0.22% among 360,000 | Low molecular weight phosphotyrosine protein phosphatase (Homo sapiens), P24666 | recombinant LMPTP-A, OMFP fluorogenic substrate | inhibition, % at 20 µM;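 active = compounds that cut the enzyme signal by at least half of the control window in the single-dose screen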;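 note: plate controls were DMSO wells with enzyme plus substrate for no effect and substrate without enzyme for full effect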
#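 Material: LMPTP-A; amount: 0.625 nM enzyme; doses: single 20 µM dose; times: reaction 50 min, room temperature, dark; technique: fluorescence intensity of OMFP turnover product; benchmarks: no-enzyme and uninhibited controls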
# SUMO1 PPI mod – modulators of SUMO1 protein-protein interactions, primary screen, biochemical, uHTS; Small ubiquitin-related modifier 1 (Homo sapiens), P63165; AID 602429, 2012; inhibition, % at 20 µM; hit rate 0.33% among 360,000; SUMO1 binding to a labelled peptide, TR-FRET, 1 h; in the data active = inhibition above about 37%
# Rin1-Abl PPI inh – inhibitors of Rin1-Abl protein binding, primary screen, biochemical, TR-FRET | AID 588664, 2011 | inhibition, % at 7.35 µM | hit rate 0.4% among 360,000; in the data active = inhibition above about 5%, passing the limit was not always enough
# DNMT1 inh – human DNMT1 methyltransferase inhibitors, primary screen, biochemical, molecular beacon, fluorescence, HinP1I cleavage, uHTS. DNA (cytosine-5)-methyltransferase 1 (Homo sapiens), P26358. inhibition (reported as % activation of signal), % at 10 µM. hit rate 0.83% among 360,000. AID 588458, 2011; in the data active = inhibition above about 50%
# Target sequence (P26358 504-1616 limits assumed): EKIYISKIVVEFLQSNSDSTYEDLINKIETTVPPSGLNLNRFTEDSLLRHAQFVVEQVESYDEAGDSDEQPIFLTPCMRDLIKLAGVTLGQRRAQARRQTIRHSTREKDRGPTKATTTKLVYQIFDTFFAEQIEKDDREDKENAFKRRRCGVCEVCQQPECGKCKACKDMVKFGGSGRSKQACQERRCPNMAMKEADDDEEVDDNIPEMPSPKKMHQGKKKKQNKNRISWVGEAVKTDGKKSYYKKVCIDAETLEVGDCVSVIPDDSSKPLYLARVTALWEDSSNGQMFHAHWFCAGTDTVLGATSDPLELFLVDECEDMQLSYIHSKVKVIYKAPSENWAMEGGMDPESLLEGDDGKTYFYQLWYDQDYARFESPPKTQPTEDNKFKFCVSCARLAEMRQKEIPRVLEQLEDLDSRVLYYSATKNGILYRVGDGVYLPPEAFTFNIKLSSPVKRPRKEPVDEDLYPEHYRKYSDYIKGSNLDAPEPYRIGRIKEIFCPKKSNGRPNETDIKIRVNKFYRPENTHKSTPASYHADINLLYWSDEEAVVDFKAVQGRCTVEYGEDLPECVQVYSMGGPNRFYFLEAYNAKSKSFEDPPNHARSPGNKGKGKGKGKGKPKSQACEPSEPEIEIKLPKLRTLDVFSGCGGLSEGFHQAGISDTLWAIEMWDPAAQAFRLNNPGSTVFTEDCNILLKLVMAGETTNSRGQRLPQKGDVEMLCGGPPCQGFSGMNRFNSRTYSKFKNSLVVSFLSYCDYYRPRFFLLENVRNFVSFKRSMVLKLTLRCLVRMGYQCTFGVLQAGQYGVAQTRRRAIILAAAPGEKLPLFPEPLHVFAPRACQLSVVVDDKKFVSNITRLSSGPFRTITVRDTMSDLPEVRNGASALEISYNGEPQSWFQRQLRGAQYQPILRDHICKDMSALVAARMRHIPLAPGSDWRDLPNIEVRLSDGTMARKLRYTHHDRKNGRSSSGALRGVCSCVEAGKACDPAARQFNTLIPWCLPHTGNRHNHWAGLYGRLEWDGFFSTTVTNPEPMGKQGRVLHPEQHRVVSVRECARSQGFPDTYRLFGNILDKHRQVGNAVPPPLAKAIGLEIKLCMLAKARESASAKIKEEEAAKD
# STEP inh – STEP phosphatase inhibitors, primary screen, biochemical, fluorescence intensity, uHTS; hit rate 0.25% among 360,000; Tyrosine-protein phosphatase non-receptor type 5 (Homo sapiens), P54829; recombinant STEP, OMFP fluorogenic substrate; inhibition, % at 20 µM;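 active = inhibition at 20 µM, scaled per plate between control wells, above about 37%, limit read from the data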;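 note: 0% = DMSO with enzyme and substrate and 100% = substrate only without enzyme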
#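 material = STEP tyrosine phosphatase | reagent = fluorogenic phosphatase substrate OMFP at 25 µM final | doses = single compound dose of 20 µM, 1% DMSO final | schedule = 20 min reaction, room temperature, in the dark | measured by = fluorescence, 480/540 nm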
# CSN inh – inhibitors of CSN-mediated cullin deneddylation, primary screen, biochemical, fluorescence polarization, uHTS | AID 651999, 2013 | inhibition, % at 12.5 µM | Purified CSN, SCF-Nedd8-OG deneddylation | hit rate 0.38% among 360,000 | COP9 signalosome complex subunit 5 (Homo sapiens), Q92905;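 active = pattern-corrected inhibition above about 35%, with an unprinted fluorescence ratio check between 0.5 and 1.5, limit read from the data, passing the limit was not always enough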;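 note: 0% = enzyme with substrate and 100% = substrate without enzyme; some results filed as inactive read as strong as hits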
#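 test system = HEK293T-derived human Csn5 enzyme | amount = 0.24 nM Csn5 enzyme, final concentration | medium = Tris/NaCl/DTT buffer, pH 7.5 | schedule = 90 min reaction at room temperature | signal = FP | evaluation = inhibition of Csn5 cleavage, % | compound dosing = single dose of 12.5 µM compound with 0.25% DMSO | probe or stimulus = 10 nM SCFSkp2-Nedd8OG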
# * marks the source's active call; other numbers are inactive results; i = inactive; x = no result given; & = joins results of further samples.
SMILES,Neddylation inh,Rpn11 block,NadD inh,Scp-1 inhibitor,LMPTP block,SUMO1 PPI mod,Rin1-Abl PPI inh,DNMT1 inh,STEP inh,CSN inh
CCOC(=O)c1[nH]cnc1C(=O)Nc1cccc(OC)c1,i,i,-3,-5,-1.5,-2,-1,1,2,-2
Cc1cccc(C)c1NC(=O)COC(=O)c1ccc2c(c1)OCO2,i,i,2,-7,-0.3,2,-3,0,0,5
O=C(CSc1nnc(CNC(=O)c2ccccc2F)o1)NCc1ccccc1,i,i,1,-2,-1.3,-4,-2,-5,-2,10
Cn1c(N)c(C(=O)COC(=O)CCC(=O)c2ccc(F)cc2)c(=O)n(C)c1=O,i,i,-3,-14,-0.7,1,2,0,-3,3
COc1ccccc1N(CC(O)CN1C(=O)NC(C)(C)C1=O)S(=O)(=O)c1ccc(C)cc1 (stereo not given),i,i,-4,2,-2.8,2,0,3,0,-1
O=C(NNc1c2ccccc2nc2ccccc12)c1cc2ccccc2cc1O,i,i,51*,0,14,-20,5.9*,-19,8,-23
COC(=O)Nc1ccc(=O)n(Cc2c(Cl)cccc2Cl)c1,i,i,0,-2,0.0,0,-2,-4,1,-6
CCC(C)NC(=O)C1CCCN(c2nc(C)cc(OC)n2)C1 (stereo not given),i,i,-6,0,-0.9,1,-1,-2,0,-5
Cc1cc(=O)n2c(n1)NC(Nc1cccc(C)c1C)=NC2c1ccccc1 (stereo not given),i,i,-3,-16,-1.1,-1,3,3,2,-4
Cn1c(=O)c(C(=O)NCC2CCCO2)c(O)c2ccccc21 (stereo not given),i,i,-4,-10,1.3,-1,-5,-1,1,1
CC(=O)Nc1cccc(-c2ccnc3c2CC(C)(C(=O)NCCN(C)C)O3)c1 (stereo not given),i,i,0,x,-2.6,-2,-4,5,0,3
COC(=O)c1ccc(CN2CCN(Cc3ccc(F)cc3)C(CCO)C2)cc1 (stereo not given),i,i,-8,-4,-1.7,0,5,-8,-2,7
COc1ccc(/C=C2\C(=O)N(Cc3ccc(F)cc3)CC(=O)N2Cc2ccccc2)cc1,i,i,-2,-6,2.0,-6,2,-3,5,-4
COc1cc(OC)cc(C(=O)OCC(=O)Nc2cccc(C(C)=O)c2)c1,i,i,-3,-10,0.1,8,2,-4,-2,6
C=CCC(=O)N(CC)CC1CCCN(CCc2cccc(F)c2)C1 (stereo not given),i,i,3,-4,-1.4,2,-1,-2,0,3
COc1ccc([C@H]2CC(=O)C[C@@H](CCn3cc(-c4ccccn4)nn3)O2)cc1,i,x,0,x,-1.2,-1,x,x,x,2
CCc1c(C)nc2ncnn2c1NCCc1ccc(OC)cc1,i,i,-5,0,0.0,5,-1,-4,7,-1
COCCNC(=O)CNS(=O)(=O)c1ccc2nc(C)sc2c1,i,i,3,-5,-0.5,1,2,1,-5,1
Cc1ccc(/C=N/n2c(-c3ccccn3)n[nH]c2=S)o1,i,i,2,-3,-1.1,-2,-3,-2,2,3
CC(=O)c1ccc(OCC(=O)N(C2CCCCC2)C2CCS(=O)(=O)C2)cc1 (stereo not given),i,i,-4,-11,-1.2,5,2,-2,-1,2
CCOc1ccc(C(=O)Nc2nc3ccccc3[nH]2)cc1OCC,i,i,6,-9,0.8,5,-2,-1,2,-2
Cc1ccc(C(=O)NCCc2nnc3ccc(SCC(=O)Nc4ccccc4F)nn23)cc1,i,i,1,9,-2.0,1,0,2,-2,3
Cc1cc(=O)n2[nH]c(COc3ccccc3)nc2n1,i,i,6,-3,-1.0,3,2,3,-2,2
C[C@@H]1Cn2cnc(C(=O)Nc3ccccc3)c2C(=O)N1,i,i,2,x,0.1,7,-1,-9,-2,0
O=C(c1cccs1)N1CCN(CCc2ccccc2)CC1,i,i,-2,-6,0.3,1,-1,0,0,6
COc1ccc(N2CCCn3c2nc2c3c(=O)n(Cc3ccc(F)cc3)c(=O)n2C)c(OC)c1,i,i,2,2,-2.0,1,0,-3,-2,-2
COC(=O)C/C=C/N(Cc1ccccc1OC)S(=O)(=O)CCl,i,i,-3,-1,-2.2,0,-4,0,1,-3
Cc1nn(C)c(Cl)c1CN1CCN(C2CCCCC2)C(CCO)C1 (stereo not given),i,i,0,-5,0.1,6,-5,1,1,4
Cc1cnc(NC(=O)C2COc3ccccc3O2)s1 (stereo not given),i,i,1,29,0.0,-3,1,1,-2,-4
Cc1c(NC(=O)CC(C)C)c(=O)n(-c2ccccc2)n1C,i,i,-3,-2,-0.6,3,0,11,-4,-2

# One compound at a time, as listed above.
# `Cc1ccc(/C=N/n2c(-c3ccccn3)n[nH]c2=S)o1` reads Neddylation inh = i; Rpn11 block = i; NadD inh = 2; Scp-1 inhibitor = -3; LMPTP block = -1.1; SUMO1 PPI mod = -2; Rin1-Abl PPI inh = -3; DNMT1 inh = -2; STEP inh = 2; CSN inh = 3
# `CCOc1ccc(C(=O)Nc2nc3ccccc3[nH]2)cc1OCC` reads Neddylation inh = i; Rpn11 block = i; NadD inh = 6; Scp-1 inhibitor = -9; LMPTP block = 0.8; SUMO1 PPI mod = 5; Rin1-Abl PPI inh = -2; DNMT1 inh = -1; STEP inh = 2; CSN inh = -2

# (more compounds)
SMILES,Neddylation inh,Rpn11 block,NadD inh,Scp-1 inhibitor,LMPTP block,SUMO1 PPI mod,Rin1-Abl PPI inh,DNMT1 inh,STEP inh,CSN inh
Cc1cc2nccc(-c3ccc(F)cc3)n2n1,i,i,3,-4,-1.9,-9,4,1,-1,1
COc1cc(/C=N/NC(=O)c2ccc3c(c2)OCCO3)cc(Br)c1O,x,i,0,-8,-4.0,3,-3,0,0,-3
COc1ccc(OCc2ccc(C(=O)O)cc2)cc1,i,i,-3,-4,-0.4,0,-2,0,0,0
O=C(O)CC(=O)NC12CC3CC(CC(C3)C1)C2,i,i,0&0,3&3,-2.5&-1.1,1&3,1&2,-1&2,-1&-4,-2&-3
Cc1c(Cl)cccc1NC(=O)C1CCN(S(C)(=O)=O)CC1,i,i,4,-2,-1.6,-3,-5,0,-3,0
COc1ccc(NS(=O)(=O)c2cccc(C(=O)NCC3(N4CCOCC4)CCCCC3)c2)cc1,i,i,1,-2,1.2,-4,-2,-2,3,-4
CCOC(=O)Nc1c(Cl)[nH]c(=O)n(C)c1=O,i,i,-2,0,1.1,-1,2,-6,2,-4
COC(=O)CC1C(=O)NCCN1C(=S)Nc1ccccc1 (stereo not given),i,i,-2,-8,-1.4,5,0,5,3,2
O=C1CCN(S(=O)(=O)c2ccccc2)C2CCCCC12 (stereo not given),i,i,-3,0,-2.2,1,0,4,2,3
O=C(COC(=O)C1CCN(S(=O)(=O)c2cccs2)CC1)NCc1ccc(F)cc1,i,i,-6,1,3.6,-2,-1,3,-4,-2
CC1=CC=CC2=NC(=O)CC(C)(C(=O)N(CC(=O)NC3CCCC3)Cc3ccc(Cl)cc3)N12 (stereo not given),x,i,-2,7,0.6,0,0,1,-3,1
Oc1ccccc1CNc1nccs1,i,i,-3,-12,0.2,2,0,-5,-3,-1
CCCCNC(=O)C1(C)CCN1C(=O)c1ccc2c(c1)C(C)(C)CCC2(C)C (stereo not given),i,i,3,x,0.8,2,-5,1,0,3
Cc1cc(C)cc(CSc2ccc(S(=O)(=O)N3CCCC3)cn2)c1,i,i,4,-10,2.6,3,5,-1,0,3
Cc1ccc(C(=O)c2c(C)oc3c2C(=O)C(=O)c2ccccc2-3)cc1,i,i,5,-7,3.9,18,-7,52*,17,9
Cc1ccc(NC(=O)CC(=O)c2ccc([N+](=O)[O-])cc2)cc1S(=O)(=O)Nc1cccc(Cl)c1,i,i,37*,-12,4.2,-5,1,-25,-1,-2
CNc1nc(NCCOC23CC4CC(CC(C4)C2)C3)nc(OCC(F)(F)F)n1,i,i,-9,-3,1.9,-1,0,1,3,-4
CCOC(=O)c1cccc(NC(=O)/C=C/c2cccc([N+](=O)[O-])c2)c1,i,i,-4,-7,-0.7,0,0,0,-4,5
COc1nc(N/N=C/c2ccc(C)cc2)nc(N2CCCCC2)n1,i,i,-4,-8,0.1,0,-4,0,-2,4
Cc1ccc(/C=C/C(=O)Nc2cccnc2)o1,i,i,6,2,-3.1,-3,4,0,1,3
S=c1[nH]nc(COc2ccccc2)n1/N=C/C=C/c1ccccc1,i,i,1,-3,0.4,-8,1,8,-1,-9

# 6 structures out of the list, sorted by SMILES length, lowest first.
SMILES,Neddylation inh,Rpn11 block,NadD inh,Scp-1 inhibitor,LMPTP block,SUMO1 PPI mod,Rin1-Abl PPI inh,DNMT1 inh,STEP inh,CSN inh
Cc1ccc(/C=C/C(=O)Nc2cccnc2)o1,i,i,6,2,-3.1,-3,4,0,1,3
COc1nc(N/N=C/c2ccc(C)cc2)nc(N2CCCCC2)n1,i,i,-4,-8,0.1,0,-4,0,-2,4
Cc1cc(C)cc(CSc2ccc(S(=O)(=O)N3CCCC3)cn2)c1,i,i,4,-10,2.6,3,5,-1,0,3
Cc1ccc(C(=O)c2c(C)oc3c2C(=O)C(=O)c2ccccc2-3)cc1,i,i,5,-7,3.9,18,-7,52*,17,9
CCOC(=O)c1cccc(NC(=O)/C=C/c2cccc([N+](=O)[O-])c2)c1,i,i,-4,-7,-0.7,0,0,0,-4,5
Cc1ccc(NC(=O)CC(=O)c2ccc([N+](=O)[O-])cc2)cc1S(=O)(=O)Nc1cccc(Cl)c1,i,i,37*,-12,4.2,-5,1,-25,-1,-2

# Screening results as filed in PubChem.
